# NCI-60 one-dose screen, 48 h, at 10 µM unless noted. Numbers give growth in % (100 = growth as untreated, 0 = no growth, -100 = all killed).
# OVCAR-3: OVCAR-3 ovarian cancer; 7% of 79,000 active; AID 1794787
# HCC-2998: HCC-2998 colon cancer; 4.7% of 79,000 active
# DU-145: DU-145 prostate cancer; 4.2% of 81,000 active; AID 1794760
# KM12: KM12 colon cancer cells | 5% of 82,000 active
# OVCAR-8: OVCAR-8 ovarian cancer. 4.4% of 81,000 active
# OVCAR-5: OVCAR-5 ovarian cancer; 2.9% of 82,000 active
# SW-620: SW-620 colon cancer | 5.2% of 82,000 active | AID 1794795
# PC-3: PC-3 prostate cancer cells; AID 1794754; 3.9% of 80,000 active
# OVCAR-4: OVCAR-4 ovarian cancer cells; AID 1794784; 3.7% of 80,000 active
# Active calls of the source: *; x = not tested or not shown. Rule for the calls: active = growth percent below 10; inactive = the rest.
# Results follow in this order: OVCAR-3	HCC-2998	DU-145	KM12	OVCAR-8	OVCAR-5	SW-620	PC-3	OVCAR-4
[1] CN(C)c1ccc(-c2c(C#N)c(N)n3nc(N)c(C#N)c3c2C#N)cc1
 : 85	84	67	75	84	64	112	77	101
[2] OCCN1CCN(c2ncnc3[nH]ccc23)CC1
 : 115	110	113	103	108	107	105	103	110
[3] CSc1nc(C)c(C(=O)CCN2CCOCC2)s1
 : 114	99	103	98	104	112	103	95	100
[4] COc1ccc(C2Nc3nc(OC)n(C)c(=O)c3N=C3c4ccccc4C(=O)C32)cc1 (stereo not drawn)
 : 95	103	89	75	103	103	90	88	89
[5] O=C(/C=C/C(=O)Oc1ccccc1C(=O)O)Oc1ccccc1C(=O)O
 : 112	107	102	104	99	104	107	102	101
[6] COc1ccc(C(=O)/C=C/c2cc(-c3cc4ccccc4o3)n(-c3ccccc3)n2)cc1
 : 115	108	107	105	101	97	x	95	108
[7] COc1cc(-c2nc(SCC(C)C)nc(Nc3cccc4ccccc34)c2C#N)cc(OC)c1OC
 : 117	118	94	97	92	109	95	57	88
[8] NC1=NN(O)C2=CC(Br)C=CC2=N1 (stereo not drawn)
 : 104	91	102	96	86	100	106	82	102
[9] CC(=O)Nc1nonc1-c1nc2ccccc2n1CC#N
 : 112	102	111	100	102	100	107	103	101
[10] CCC(O)C(C)C=O (stereo not drawn)
 : 129	111	120	118	98	97	101	97	102
[11] COc1ccc(-c2nc3c(ncc4ccc(=O)[nH]c43)s2)cc1
 : 85	91	68	65	84	90	66	83	99
[12] COc1cc(/C=C\c2ccc(-c3ccc(-c4ccc(F)cc4)cc3)cc2)cc(OC)c1OC
 : 110	96	110	80	95	116	85	68	80
[13] CC1CC(c2ccccc2)C(=O)CN1C (stereo not drawn)
 : 132	114	114	109	108	103	109	103	103
[14] COc1ccc(C(C)=O)c(OC)c1
 : 117	105	113	110	109	90	106	91	103
[15] CC[C@]12C=CCN3CC[C@@]4(c5cc(NC(=O)CCC(=O)OCc6cn(Cc7ccc(F)cc7)nn6)c(OC)cc5N(C)[C@H]4[C@@](O)(C(=O)OC)[C@@H]1OC(C)=O)[C@@H]32
 : 104	106	104	103	103	100	104	94	98
[16] C[N+](C)(C)CC(=O)N/N=C\c1ccco1
 : 114	110	104	97	102	97	99	96	x
[17] Cc1ccc2ncccc2c1
 : 111	105	107	103	102	103	99	101	109
[18] NNC(=O)/C(=C\c1ccccc1[N+](=O)[O-])CC(=O)c1ccc(Cl)c(Cl)c1
 : 84	85	90	85	84	95	96	85	61
[19] Brc1ccc(Br)nn1
 : -98*	-53*	-91*	-51*	-34*	-59*	-100*	-37*	26
[20] CCCCN(CCCC)CC(O)c1c(OC)ccc2ccccc12 (stereo not drawn)
 : 103	98	97	91	97	76	71	71	82
[21] COc1ccc2c(ccc3c(C(C)=O)cc(C(=O)c4ccc(Br)cc4)n32)c1
 : 93	86	85	98	64	98	81	88	60
[22] C=CCn1c(SCC(=O)Nc2ccc(C(=O)/C=C/c3ccc(Cl)cc3)cc2)nnc1-c1cc(-c2ccc(OC)cc2)nc2ccccc12
 : 108	111	107	99	99	95	103	94	109
[23] CCCOC(=O)CC1(O)CCCCC1
 : 106	100	110	104	104	94	105	98	101
[24] O=C(/C=C/c1ccco1)c1ccc(OCc2nnc(-c3ccc(Cl)cc3)o2)cc1
 : 108	107	109	111	110	106	104	95	102
[25] CNC(=O)Nc1ccc(Nc2cc(-c3ccc(-n4cccn4)cc3)[nH]n2)c(C)c1
 : x	123	105	101	102	111	126	107	102
[26] c1c2c(cc3c1CCCC3)CCCC2
 : 117	121	114	111	103	104	103	88	89
[27] Oc1ccccc1/C=C1/CCc2cc3ccccc3[o+]c21
 : 94	99	98	96	92	119	94	82	93
[28] COc1ccc(/C=N/NC(=O)Cc2csc3nc(-c4ccc(Cl)cc4)cn23)c(OC)c1
 : 85	x	55	66	78	84	x	69	100
[29] N#C/C(=C\c1ccc(Cl)cc1)C(=O)Nc1ncc(Cc2ccc(Cl)c(Cl)c2)s1
 : 97	79	93	71	87	69	60	81	77
[30] CCOC(=O)c1c(C)nc2c(c1N)CC(=O)N2Cc1cccc(OC)c1
 : 99	96	101	99	101	96	103	80	95
[31] Cc1nc(Cl)c(C)c(Cl)n1
 : 107	99	105	100	94	101	110	78	107
[32] COC(=O)Cc1cc(O)cc2oc(-c3ccc(O)c(OC)c3)cc(=O)c12
 : 96	111	91	100	96	107	102	93	101
[33] O=C(C[n+]1ccc2ccccc2c1)c1ccc(O)c(O)c1
 : 100	95	99	98	103	92	x	83	94
[34] c1cc2[nH]ncc2cc1-c1nc2ccc3[nH]ncc3c2c2c1CCCC2
 : 28	14	23	13	17	33	9.3*	23	40
[35] COc1cc2cc3cc4cc(OC)c(OC)cc4c(C)[n+]3cc2cc1OC (tested in a mixture with another compound)
 : 66	102	79	80	76	104	83	68	84
[36] O=C([C@@H]1C[C@@H]1c1ccc(C(F)(F)F)cc1)N1CCN(C2CCOCC2)CC1
 : 104	102	108	104	106	110	106	97	112
[37] CCOC(=O)CC(=O)c1ccc(OC)cc1
 : 116	99	104	106	101	99	112	100	x
[38] N/C(=N\C(N)=N\c1nc2ccccc2s1)c1cccnc1
 : 103	103	107	98	102	104	98	94	76
[39] Clc1nnc2ccc(Oc3ccccc3-c3ccccc3)nn12
 : 111	103	109	102	102	101	105	91	89
[40] COc1cc2cc(NCc3cc(Br)c(OCc4ccccn4)c(OC)c3)nc(C)c2cc1OC
 : 55	80	69	78	58	83	77	35	41
[41] C[C@H]1[C@H](/C=C/c2ccccc2)[C@@H]1CCO
 : 105	101	108	104	100	100	99	91	106
[42] CCCCCCN1COCC(COc2ccc(Cl)cc2)OC1 (stereo not drawn)
 : 108	111	105	100	104	105	100	92	101
[43] CCN(CC)CCSc1nc2ccccc2[nH]1
 : 118	103	120	100	106	105	104	96	115
[44] C/C=C/c1cc2c(c(=O)o1)C(=O)[C@@H](O)[C@H](C)O2
 : 48	80	28	42	x	87	20	11	-13*
[45] O=C1C(=O)c2ccccc2C(O)=C1CC1=C(O)c2ccccc2C(=O)C1=O
 : 90	94	92	90	88	104	108	75	112

# Just DU-145 and SW-620 (two entries from above):
no.	SMILES	DU-145	SW-620
31	Cc1nc(Cl)c(C)c(Cl)n1	105	110
32	COC(=O)Cc1cc(O)cc2oc(-c3ccc(O)c(OC)c3)cc(=O)c12	91	102

# (further entries)
# Results follow in this order: OVCAR-3	HCC-2998	DU-145	KM12	OVCAR-8	OVCAR-5	SW-620	PC-3	OVCAR-4
[46] Clc1nc(N[C@H]2CCCc3ccccc32)c2ccccc2n1
 : 88	102	79	84	85	102	x	83	57
[47] Cc1ccccc1N1C(c2ccccc2)=NNC12C=CC(=O)C=C2Cl (stereo not drawn)
 : 118	102	110	110	97	88	119	96	117
[48] O=C(N=Nc1c(Cl)c(O)c2ccccc2c1O)c1ccncc1
 : 103	105	110	101	111	123	92	73	98
[49] CCOc1ccccc1C(O)C1=CC(=O)c2ccccc2C1=O (stereo not drawn)
 : 104	96	117	108	86	117	93	74	98
[50] C[C@H](CCCC(=O)NCC#CCN1CCN(C)CC1)[C@H]1CC[C@H]2[C@@H]3CC[C@@H]4CC(=O)CC[C@]4(C)[C@H]3CC[C@]12C
 : 92	104	102	100	95	93	99	77	98
[51] COC(=O)[C@@H]1[C@H](O)[C@H](C)[C@H](O)[C@@](C)(O)/C=C\C=C(C)C(=O)Nc2c(C)c(OC(C)=O)c3c(c2O)C(=O)C(C)=C2OCOC(=C23)C(C)=C[C@@](C)(O)[C@H](O)[C@@H](C)[C@H]1OC(C)=O
 : 112	120	85	112	x	98	124	22	117
[52] O=C(O)c1ccc(Cn2c(=O)sn(CCCl)c2=O)cc1
 : 110	111	103	96	97	109	105	85	97
[53] O=C(CCN1CC2CCC(CC2)C1)c1cccc2ccccc12
 : 104	119	114	106	114	103	115	107	122
[54] CCOc1cc(C#N)ccc1OC(C)=O
 : 114	99	111	107	96	111	99	84	107
[55] CCOC(=O)c1ccc(OC)cc1
 : 107	107	108	105	103	103	103	103	106
[56] CN(C)c1ccc(NC(=S)Nc2ccc(N(C)C)cc2)cc1
 : 96	106	101	100	116	96	107	106	128
[57] CCCCCCCCN(CC)CC
 : 116	110	116	114	107	106	111	105	119
[58] CC(=O)CC/C=C(\C)CCC=C(C)C
 : 110	116	117	109	99	101	101	93	106
[59] O=c1cc(CC(O)(C(F)(F)Cl)C(F)(F)Cl)[nH]n1-c1ccccc1
 : 107	90	105	103	99	99	99	80	109
[60] Cc1cc(C)c(/C=C(\C#N)c2nc3ccccc3s2)[nH]1
 : 118	100	120	115	84	95	96	114	72
[61] COc1cc(-c2nc(SCCC(C)C)nc(Nc3ccc(F)c(Cl)c3)c2C#N)cc(OC)c1OC
 : 70	115	98	93	73	97	83	88	101
[62] CCOC(=O)c1cc(-c2cc(C)ccc2C)nc2ccccc12
 : 99	106	99	93	99	94	95	93	95
[63] O=C(O)C(C1CCCCC1)C1(O)CCCC1 (stereo not drawn)
 : 104	118	112	90	105	101	97	100	110
[64] COc1cccc(/C=N/C(=S)NC2(C)C3CCC(C3)C2(C)C)c1O (stereo not drawn)
 : 73	108	105	88	85	102	79	66	45
[65] CC(O)C(NC(=O)OCc1ccccc1)C(=O)O (stereo not drawn)
 : 126	x	122	111	91	110	102	99	113
[66] Cc1ccc(CCCC(=O)O)cc1
 : 118	96	128	112	103	114	112	101	123
[67] O=C(O)C1Oc2ccccc2C1c1ccccc1 (stereo not drawn)
 : 118	95	115	112	102	105	108	97	112
[68] CCOC(=O)c1ncc(-c2ccc(C(F)(F)F)cc2)c(NCc2cc(C(F)(F)F)cc(C(F)(F)F)c2)n1
 : 98	104	106	94	92	93	99	71	105
[69] C/C(Cl)=C\COC1=CC(=O)c2ccccc2C1=O
 : 97	118	92	104	85	104	110	93	65
[70] COc1ccc(C(O)c2cc3c(N)c(C(=O)Nc4cccc(Cl)c4C)sc3nc2C)cc1 (stereo not drawn)
 : -11*	5.8*	3.1*	6.5*	10	35	18	17	26
[71] Cn1cnc([N+](=O)[O-])c1N=C(N)N
 : 119	58	113	106	109	94	99	87	100
[72] CC(C)N(CCOC(=O)c1cc(I)cc(-c2ccccc2)c1O)C(C)C
 : 111	99	97	111	106	102	121	95	107

# Among those listed so far, these have four or more nitrogen atoms.
# Results follow in this order: OVCAR-3	HCC-2998	DU-145	KM12	OVCAR-8	OVCAR-5	SW-620	PC-3	OVCAR-4
[1] CN(C)c1ccc(-c2c(C#N)c(N)n3nc(N)c(C#N)c3c2C#N)cc1
 : 85	84	67	75	84	64	112	77	101
[2] OCCN1CCN(c2ncnc3[nH]ccc23)CC1
 : 115	110	113	103	108	107	105	103	110
[4] COc1ccc(C2Nc3nc(OC)n(C)c(=O)c3N=C3c4ccccc4C(=O)C32)cc1 (stereo not drawn)
 : 95	103	89	75	103	103	90	88	89
[7] COc1cc(-c2nc(SCC(C)C)nc(Nc3cccc4ccccc34)c2C#N)cc(OC)c1OC
 : 117	118	94	97	92	109	95	57	88
[8] NC1=NN(O)C2=CC(Br)C=CC2=N1 (stereo not drawn)
 : 104	91	102	96	86	100	106	82	102
[9] CC(=O)Nc1nonc1-c1nc2ccccc2n1CC#N
 : 112	102	111	100	102	100	107	103	101
[15] CC[C@]12C=CCN3CC[C@@]4(c5cc(NC(=O)CCC(=O)OCc6cn(Cc7ccc(F)cc7)nn6)c(OC)cc5N(C)[C@H]4[C@@](O)(C(=O)OC)[C@@H]1OC(C)=O)[C@@H]32
 : 104	106	104	103	103	100	104	94	98
[22] C=CCn1c(SCC(=O)Nc2ccc(C(=O)/C=C/c3ccc(Cl)cc3)cc2)nnc1-c1cc(-c2ccc(OC)cc2)nc2ccccc12
 : 108	111	107	99	99	95	103	94	109
[25] CNC(=O)Nc1ccc(Nc2cc(-c3ccc(-n4cccn4)cc3)[nH]n2)c(C)c1
 : x	123	105	101	102	111	126	107	102
[28] COc1ccc(/C=N/NC(=O)Cc2csc3nc(-c4ccc(Cl)cc4)cn23)c(OC)c1
 : 85	x	55	66	78	84	x	69	100
[34] c1cc2[nH]ncc2cc1-c1nc2ccc3[nH]ncc3c2c2c1CCCC2
 : 28	14	23	13	17	33	9.3*	23	40
[38] N/C(=N\C(N)=N\c1nc2ccccc2s1)c1cccnc1
 : 103	103	107	98	102	104	98	94	76
[39] Clc1nnc2ccc(Oc3ccccc3-c3ccccc3)nn12
 : 111	103	109	102	102	101	105	91	89
[56] CN(C)c1ccc(NC(=S)Nc2ccc(N(C)C)cc2)cc1
 : 96	106	101	100	116	96	107	106	128
[61] COc1cc(-c2nc(SCCC(C)C)nc(Nc3ccc(F)c(Cl)c3)c2C#N)cc(OC)c1OC
 : 70	115	98	93	73	97	83	88	101
[71] Cn1cnc([N+](=O)[O-])c1N=C(N)N
 : 119	58	113	106	109	94	99	87	100

# Screening data (PubChem BioAssay)
